Compound activity deposited in PubChem by National Center for Advancing Translational Sciences (NCATS).
APEX1 inh: qHTS Assay for Inhibitors of the Human Apurinic/apyrimidinic Endonuclease 1 (APE1) | DNA repair nuclease/redox regulator APEX1 (Homo sapiens), P27695 | recombinant APE1, TAMRA/BHQ-2 abasic DNA cleavage fluorescence | Potency, µM (top dose mostly 65.8 µM), inactives show top-dose activity change, negative = inhibition, hits mostly inhibitors | hit rate 0.35% among 350,000 | AID 2517, 2012;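 also: plate controls were vehicle for no effect and reference inhibitor for full effect; nearly all actives have a fitted effect of over 55% in size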
Target sequence (P27695 whole entry, looked up): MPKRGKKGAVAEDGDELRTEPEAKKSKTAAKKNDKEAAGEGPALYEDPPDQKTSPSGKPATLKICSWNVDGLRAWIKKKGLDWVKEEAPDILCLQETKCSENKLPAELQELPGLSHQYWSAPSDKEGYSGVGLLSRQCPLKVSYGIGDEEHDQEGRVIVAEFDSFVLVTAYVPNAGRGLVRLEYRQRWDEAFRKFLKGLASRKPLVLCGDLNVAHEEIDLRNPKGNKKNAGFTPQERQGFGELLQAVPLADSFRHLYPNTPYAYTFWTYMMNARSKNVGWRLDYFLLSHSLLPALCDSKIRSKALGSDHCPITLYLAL
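APE1 at 0.75 nM final was preincubated with compound 15 min at room temperature, then 50 nM double-stranded THF abasic-site substrate (5'-TAMRA/3'-BHQ-2) was added. Fluorescence (ex 525/em 598 nm) was read kinetically; third-minus-first read gave activity.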
Anesthetic bind: qHTS Assay for Identification of Novel General Anesthetics. Potency, µM (top dose mostly 77.5 µM), without a hit: top-dose activity change, negative = displacement, most hits filed as inhibitors. hit rate 0.074% among 350,000. AID 485281, 2010. Ferritin light chain (Equus caballus), P02791. apoferritin/1-aminoanthracene competitive binding, fluorescence; also: nearly all actives have a fitted effect of over 20% in size
Target sequence (P02791 2-175 limits assumed): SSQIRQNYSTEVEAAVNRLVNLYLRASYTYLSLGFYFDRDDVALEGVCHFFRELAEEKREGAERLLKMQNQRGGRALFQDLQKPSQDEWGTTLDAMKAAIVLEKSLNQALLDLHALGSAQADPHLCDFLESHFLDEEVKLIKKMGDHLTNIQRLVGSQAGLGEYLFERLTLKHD
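Concentration-response curves derived by four-parameter Hill fitting of normalized fluorescence, where compounds displaced 1-AMA from 10 uM horse apoferritin following a brief 10 min room-temperature incubation; propofol titration acted as positive control.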
Pol beta inh: qHTS Assay for Inhibitors of DNA Polymerase Beta. Potency, µM (highest dose often 114 µM), inactives show at the top dose activity change, negative = inhibition, hits mostly inhibitors. AID 485314, 2010. Pol beta primer extension/strand displacement, fluorescence kinetic. hit rate 1.3% among 340,000
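Pol beta (10 nM) was preincubated with compound for 15 min at room temperature. The reaction was then started with 50 nM substrate and read immediately and after a further 10 min at room temperature.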
Active calls of the source: *; ? = inconclusive; & = joins results of further samples; [ ] = remark or other dose. Calls follow the shape of the dose curve; as a rule, active = well fitted curve in the direction sought with a large enough effect; inconclusive = small, poorly fitted or top-dose-only effect, or another doubt; inactive = no such curve, though single readings can be large; an effect the other way counts as inactive or inconclusive. Unless noted, % is scaled to controls: 0 for no effect and ±100 for the full control effect; potency is read from the fitted curve at half-maximal effect. Only part of the results is shown (hit frequency here may not be typical).

SMILES,APEX1 inh,Anesthetic bind,Pol beta inh
CCc1cc2cc3c(cc2nc1SCC(=O)Nc1cc(OC)c(OC)cc1C(=O)O)OCO3,4%,-3%,0%
COC(=O)c1ccc2c(c1)N(Cc1cc(C)ccc1C)C(=O)c1ccccc1S2=O (centres undefined),?,-11%,26%
N#CC1(c2ccc(NC(=O)c3ccccc3)cc2)CCCC1,10%,-13%,3%
COc1cc(CCC(=O)N2CCN(c3ccc(N4CCOCC4)nn3)CC2)cc(OC)c1OC,1%,106%[activator],1%
CCOC(=O)c1cn(-c2nc(-c3ccc(Cl)cc3)cs2)c2c(F)c(N3CC(C)OC(C)C3)c(F)cc2c1=O (centres undefined),0%,-8%,28%
CC(C)c1ccccc1NC(=O)COc1ccc2c(=O)c(Oc3ccc4ccccc4c3)coc2c1,?,-10%,-1%
O=C(O)CCCNc1cc(N2CCC3(CC2)OCCO3)c2noc3c2c1C(=O)c1ccccc1-3,?,?,11µM*
COc1cc(NS(=O)(=O)c2ccc(F)cc2)c(OC)cc1NC(=O)C1CC1,-9%,-7%,17%
CC(=O)Nc1cccc(-c2nnc3c4ccccc4c(C)nn23)c1,-2%,-7%,?
Cc1cc(C)c(C)c(C(=O)CSc2nnc(C)c(=O)[nH]2)c1C,15%,-10%,32%
CCN1CCN(CC(=O)Nc2c(C(=O)OC)[nH]c3cccc(Cl)c23)CC1,-3%,-10%,16%
CCCOc1ccc(C(=O)NC(=S)Nc2nc3ccc(C)cc3s2)cc1,-3%,-3%,19%
Cc1ccc2c(c1)NC(=O)C(CC(=O)NCCCN1CCN(C3CCCCC3)CC1)O2 (centres undefined),-1%,14%,-16%
CCOC(=O)CNC(=O)c1cc(C)oc1C,1%,1%,1%
Cc1ccc(-c2ccc(/C=C(\C#N)C(=O)Nc3cc(C)nn3-c3ccccc3)o2)cc1,-4%,-11%,0%
COc1cc(-c2nnc(COC(=O)c3c4c(nc5ccccc35)CCCC4)o2)cc(OC)c1OC,3%,-21%,0%
Clc1ccc(-c2nnc3sc(-c4ccco4)nn23)c(Cl)c1,0%,-10%,-1%
O=C(CNC1CCCCCC1)Nc1ccc(N2CCCC2)cc1,0%,-22%,1%
Cn1c(=O)c2c(nc(Oc3ccccn3)n2C)n(C)c1=O,13%,-3%,0%
Brc1cccc(/C=N/Nc2nc(N3CCCCC3)nc(N3CCCCC3)n2)c1,-2%,-6%,-3%
O=C(Cn1c(=O)c(=O)n(Cc2ccccc2)c2ccc(Cl)cc21)Nc1cc(F)ccc1F,-3%,-10%,10%
CC(=O)Nc1ccc(Nc2ncnc3ccccc23)cc1,0%,2%,-28%
CSc1nnc2n(C3CCCCC3)c(=O)c3c4c(sc3n12)CCCC4,3%,-14%,-10%
Cc1nc(NC2=NCN(CCc3ccccc3)CN2)nc2ccccc12,?,1%,10%
CCn1cc(C(=O)O)c(=O)c2cnc(N3CCN(C(=O)Nc4cccc5ccccc45)CC3)nc21,1%,-6%,18%
FC(F)(F)c1ccccc1C1C2=C(Nc3ncnn31)c1ccccc1CCC2 (centres undefined),-4%,-18%,-3%
CC(=O)c1cc2c(cc1NC(=O)CSc1nc3ccccc3[nH]1)OCO2,-1%,-12%,-1%[57.1 µM]
N#CCCN(Cc1cccnc1)C(=S)NC(=O)C1CC1,0%,1%,-12%
Cc1ccc(-n2c(SC3CCOC3=O)nc3ccccc3c2=O)cc1 (centres undefined),-2%,-4%,-6%
CCN(CC)S(=O)(=O)c1ccc(OC)c(NC(=O)C(Cc2ccccc2)N2C(=O)c3ccccc3C2=O)c1 (centres undefined),-3%,-22%,3%
CC(=O)N1CCN(CC(=O)O)CC1,25%,1%,34%
CC1=CC(C#N)(C#N)C(C#N)(C#N)C(c2ccccc2)N1 (centres undefined),-2%,7%,-3%
Cc1ccc(NC2=NC(c3ccco3)n3c(nc(C)cc3=O)N2)c(C)c1 (centres undefined),1%,-19%,5%
Cc1cc2c(c(=O)n1-c1ccccc1)C1O[C@](c3ccsc3)(Cc3cc(C#N)ccc31)O2,16%[12.4 µM],-10%[15.3 µM],8.9µM*
COC(=O)/C=C1\C(=O)N(c2nc3ccc(OC)cc3s2)C(=S)N1c1ccc(F)cc1,2%,-9%,-2%
CN(C)c1ccc(/C=N/NC(=O)c2ccc(CN3C(=O)c4cccc5cccc3c45)cc2)cc1,0%,-1%,13%
Cc1csc(NC(=O)c2ccc(C(=O)Nc3nc(C)cs3)cc2)n1,61%[activator],-3%,46%
COC(=O)c1c(N2C(=O)[C@H]3[C@@H](C2=O)[C@]2(C(=O)Nc4ccc(C)cc42)N2CCC[C@@H]32)sc(C)c1C,1%,-3%,-2%
Cc1nn(-c2ccccc2)c(Cl)c1/C=N/NC(=O)c1ccc(NS(=O)(=O)c2cccs2)cc1,3%,-8%,5%
Cc1oc(-c2ccc(Cl)cc2)cc1-c1nn2c(-c3ccco3)nnc2s1,?,-10%,20µM*

Two compounds picked at random from the list so far, as already listed:
SMILES,APEX1 inh,Anesthetic bind,Pol beta inh
CN(C)c1ccc(/C=N/NC(=O)c2ccc(CN3C(=O)c4cccc5cccc3c45)cc2)cc1,0%,-1%,13%
COC(=O)/C=C1\C(=O)N(c2nc3ccc(OC)cc3s2)C(=S)N1c1ccc(F)cc1,2%,-9%,-2%

(more compounds)
SMILES,APEX1 inh,Anesthetic bind,Pol beta inh
COC(=O)[C@@]1(Cc2ccc(F)cc2)[C@H]2c3cc(C(=O)N4CCCC4)n(CCc4ccc(O)c(O)c4)c3C[C@H]2CN1C(=O)c1ccccc1,1%&-3%,-8%&-19%,2%
COc1cccc(C(=O)NN2CC(O)=C(c3nc4ccccc4n3C)C2=N)c1,-1%,-1%,0%
CCOc1ccc(C2C=C(c3ccccc3)Nc3ncnn32)cc1 (centres undefined),9%,577%[activator],3%
COc1ccc(NC(=S)Nc2ccc(C)c(S(=O)(=O)N3CCCCC3)c2)cc1,4%,-18%,5%
S=C1NC2(CCS1)Oc1ccccc1C1CC(c3ccccc3)=NN12 (centres undefined),-1%,-18%,2%
COc1ccc(N2CCCn3c2nc2c3c(=O)n(Cc3ccccc3F)c(=O)n2C)cc1,?,-8%,17%
CC[C@H](C)[C@@H](NC(=O)O[C@@H]1C(=O)c2cc(Br)ccc2O[C@H]1c1ccc2c(c1)OCO2)C(=O)OC,-2%&-2%,-23%,-6%
O=C(NC1=NCCS1)c1cccc(S(=O)(=O)N2CCCCC2)c1,12%,-13%,3%
CN1C(=O)/C(=C2\SC(=S)N(CC3CCCO3)C2=O)c2ccccc21 (centres undefined),4%,-9%,24%
CCn1cc(C(=O)Nc2ccccc2C(=O)OC)c(=O)c2ccc(C)nc21,11%,-9%,1%
Cc1ccccc1C1C(C#N)=C2NC(=O)c3c(sc4c3CCCCC4)N2C2=C1C(=O)CC(C)(C)C2 (centres undefined),-2%,-11%,4%
O=c1oc2cc([N+](=O)[O-])ccc2nc1/C=C(O)/C=C/c1ccccc1,3%,2%,-23%
Nc1nc2nc(SCC(=O)N3CCCc4ccccc43)[nH]c2c(=O)[nH]1,0%,-9%,-1%
C#CCOCCOCCOCCNc1nc(N2CCN(C(=O)[C@H]([C@@H](C)CC)n3cc([C@@H](N)CO)nn3)CC2)nc(N2CCN(C(=O)[C@H]([C@@H](C)CC)n3cc([C@@H](N)CO)nn3)CC2)n1,2%,3%,18%
CC(=O)Nc1cccc(NC(=O)CSc2nnnn2-c2ccc3c(c2)OCO3)c1,-5%,-12%,-1%
COC(=O)C1=C(C)N(Cc2ccco2)C(=O)N[C@@H]1c1cccc(C(F)(F)F)c1,3%&-4%,-9%,-22%
CCc1ccc(-c2cc(C(=O)NCCCn3ccnc3)c3ccccc3n2)s1,3%,289%[activator],-12%
C=CCc1cccc([C@@H]2[C@@H](C)CC[C@H]3C(=O)N4[C@@H](c5cc(OC)c(OC)c(OC)c5)c5[nH]c6ccccc6c5C[C@H]4C(=O)N23)c1,8%,-14%,4%
CC[C@@H]1C=C(C)C[C@H](C)C[C@H](OC)[C@H]2O[C@@](O)(C(=O)C(=O)N3CCCC[C@H]3C(=O)O[C@H](/C(C)=C/[C@@H]3CC[C@@H](O)[C@H](OC)C3)[C@H](C)[C@@H](O)CC1=O)[C@H](C)C[C@@H]2OC,14%,-5%,4%
Clc1cc(Cl)cc(C2=NCCC(c3ccccc3)O2)c1 (centres undefined),-2%,2%,0%
COC(=O)[C@@H]1CC[C@H](C)[C@@H](c2ccc(C)cc2)N1C(=O)c1ccc(/C=N/O[C@@H](C)c2cn([C@H](CO)Cc3ccccc3)nn2)cc1,-7%,-18%,-12%
CC(C)C(=O)Nc1ccc(C(=O)N2CCN(C(=O)c3ccco3)CC2)cc1,-1%,-8%,-7%
Cc1cc(C(=O)NCC23CC4CC(CC(C4)C2)C3)c(C)o1,-4%,?,2%
CCOC(=O)N1CCC(NC(=O)c2ccc3c(c2)sc2nc(-c4ccc(OC)cc4)cn23)CC1,-3%,-5%,12%
Fc1ccccc1/C=N/Nc1nc(-c2ccccn2)nc2ccccc12,-14%,4%,-18%
COc1cccc(-n2nnnc2SCC(=O)c2cc(OC)ccc2OC)c1,-9%,-11%,0%
CCN1C(=O)/C(=c2\s/c(=C3\Sc4ccccc4N3C)c(=O)n2C)N(C)C1=S,2%,-14%,20%
COC(=O)C(C#N)c1nc2ccccc2nc1N1CCN(Cc2ccc3c(c2)OCO3)CC1 (centres undefined),-3%,-23%,0%
Cc1ccc2[nH]c3c(N4CCCCCC4)ncnc3c2c1,-4%,-3%,-8%
O=S(=O)(c1cc(-c2nc3ccccc3s2)ccc1Cl)N1CCOCC1,2%,-2%,2%
CC(=O)OC[C@H]1O[C@H](C/C=N/OC[C@@H](O)[C@H]2O[C@@H]3OC(C)(C)O[C@@H]3[C@H]2O)C=C[C@@H]1OC(C)=O,1%,4%,0%
COc1ccc(C2C(C(C)=O)=C(C)N=c3s/c(=C/c4ccc5c(c4)OCO5)c(=O)n32)cc1 (centres undefined),4%,-15%,11µM*
O=C(CCl)c1ccc2c(c1)CCN2C(=O)C1CC1,1%,-16%,-18%
CC(=O)Nc1ccc(OS(=O)(=O)c2ccc(C(C)(C)C)cc2)cc1,11%,-8%,22%
COc1ccc2cc(/C=N/NC(=O)CN(c3ccccc3)S(=O)(=O)c3ccccc3)c(Cl)nc2c1,-6%,-12%,-5%
CC1=NNC(=O)C1C(c1ccccc1)C1C(=O)NN=C1C (centres undefined),1%,-4%,0%
Cc1sc2ncnc(SCC(=O)c3ccc(Cl)s3)c2c1C,3%,-14%,0%
CC(=O)Cc1nnn(-c2cc(C)on2)n1,4%,0%,3%
Cn1c(N)c(C(=O)COC(=O)c2ccc(S(=O)(=O)N3CCCCC3)cc2)c(=O)n(C)c1=O,-3%,0%,11%
CCn1nc(C)c(/C=C2\CCCC3=C2OC(N)=C(C#N)C3c2c(C)nn(CC)c2C)c1C (centres undefined),-3%,-10%,28%

Exported with two lines to a compound: part of the list above
Values in the order: APEX1 inh	Anesthetic bind	Pol beta inh
COc1cccc(-n2nnnc2SCC(=O)c2cc(OC)ccc2OC)c1
→ -9%	-11%	0%
CCN1C(=O)/C(=c2\s/c(=C3\Sc4ccccc4N3C)c(=O)n2C)N(C)C1=S
→ 2%	-14%	20%

Following part.
SMILES,APEX1 inh,Anesthetic bind,Pol beta inh
COc1cccc(C2C(C(C)=O)=C(O)C(=O)N2CCNCCO)c1 (centres undefined),-5%,-4%,0%
Cc1ccc2nc(NC(=O)C3CCCN(S(=O)(=O)c4cccc5nonc45)C3)sc2c1 (centres undefined),-9%,-14%,8%
COc1ccc(C(=O)Oc2ccc(C(=S)N3CCCC3)cc2)cc1OC,-2%,-1%,30%
O=C1OCC2=C1C(c1ccc(F)cc1)CC(=O)N2c1ccc(F)cc1 (centres undefined),-1%,-10%,46%
CC(C)N(C(=S)NC1CCCCC1)c1ccccc1,-4%,1%,-2%
CCCC[C@]12Cc3cc(C#N)ccc3C(O1)c1c(c3ccccc3oc1=O)O2,18%[12.4 µM],-10%[15.3 µM],33%[22.9 µM]
CCc1ccc(S(=O)(=O)/N=C2\C=CC(=O)c3ccccc32)cc1,15%,-16%,17%
COc1ccc(CNC(=O)COC(=O)c2cc(-c3ccco3)nc3ccccc23)cc1,20µM*,-11%,7.1µM*
